Assay outcomes (PubChem BioAssay)
POLH inh: blocks human DNA polymerase eta activity. AID 588591. Q9Y253. recombinant Pol eta, fluorescent DNA replication assay. actives 1.2% (n = 390,000). Potency, µM (doses to about 114 µM), for the others: at the highest dose activity change, negative = inhibition, usual class: inhibitors; note: potency is the fitted concentration of half-maximal effect; % is set by controls: 0 for no effect and ±100 for the full control effect
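Pol eta at 10 nM preincubated with compounds 15 min at room temperature; reaction started with fluorescent substrate (50 nM final) and read kinetically at 0 and 10 min.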
BAZ2B block: BAZ2B (human) inhibition; AlphaScreen BAZ2B-H3K14Ac peptide displacement; Potency, µM (doses to about 114 µM), for the others: top-dose activity change, negative = inhibition, most hits filed as inhibitors; actives 4.4% (n = 360,000); AID 504333; note: potency is the fitted concentration of half-maximal effect; % is set by controls: 0 for no effect and ±100 for the full control effect; nearly all actives have a fitted effect of over 60% in size
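Inhibition is scored as reduced AlphaScreen emission. The BAZ2B/b-H3(5-23)K14Ac complex (50 nM each) in PBS pH 7.4, 0.01% Tween-20 meets compound (up to 110 uM) for 30 min at RT before bead addition.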
Tb PGK inh: inhibitors of T. brucei phosphoglycerate kinase; PGK/GAPDH coupled, Kinase-Glo luminescence, 60 min; Potency, µM (top dose mostly 57.5 µM), for the others: at the top dose activity change, negative = inhibition, actives largely listed as inhibitors; actives 0.043% (n = 380,000); AID 602233; note: potency is the fitted concentration of half-maximal effect; % is set by controls: 0 for no effect and ±100 for the full control effect; nearly all actives have a fitted effect of over 60% in size
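Luminescent ATP detection (Kinase-Glo Plus) follows a 60-minute room-temperature incubation, with wells lacking PGK as controls. Buffer: 100 mM TEA (pH 7.6), 5 mM MgCl2, 0.01% Tween-20. Coupling enzyme GAPDH (100 nM final) supplies unstable 1,3-BPG in-well.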
GLS inh: blocks human kidney-isoform glutaminase activity. O94925. GLS enzymatic activity, qHTS titration. Potency, µM (titrated, usually from 45.5 µM), inactives show at the highest dose activity change, negative = inhibition, hits mostly inhibitors. actives 0.21% (n = 410,000). AID 624170; note: potency is the fitted concentration of half-maximal effect; % is set by controls: 0 for no effect and ±100 for the full control effect
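Glutamate formation by hKGA was monitored fluorometrically using coupled glutamate oxidase, HRP and Amplex Red. Substrate was added as 1 mM L-glutamine solution; incubation was 30 min at RT after an initial read.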
G9a inh: inhibitors of human histone lysine methyltransferase G9a; Q96KQ7; G9a H3K9 monomethylation, AlphaScreen, 2 h; Potency, µM (series often up to 102 µM), for inactives: at the top dose activity, negative = inhibition, most hits filed as inhibitors; actives 8.8% (n = 350,000); AID 504332; note: potency is the fitted concentration of half-maximal effect; % is set by controls: 0 for no effect and ±100 for the full control effect; nearly all actives have a fitted effect of over 75% in size
Target sequence (Q96KQ7 913-1193 limits assumed): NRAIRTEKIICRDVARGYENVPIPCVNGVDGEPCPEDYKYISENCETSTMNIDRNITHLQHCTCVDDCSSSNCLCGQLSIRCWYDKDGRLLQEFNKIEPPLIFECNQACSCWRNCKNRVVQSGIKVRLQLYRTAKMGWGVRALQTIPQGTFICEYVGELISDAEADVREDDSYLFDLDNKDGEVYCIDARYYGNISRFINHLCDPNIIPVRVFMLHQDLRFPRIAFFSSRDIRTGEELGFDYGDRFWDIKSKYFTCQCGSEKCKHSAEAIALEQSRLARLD
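Signal arises when biotinylated H3K9 peptide, once monomethylated, bridges streptavidin donor and antibody-captured acceptor beads. Enzyme at 20 nM was preincubated 15 min with test compounds; peptide 500 nM and SAM 20 uM then reacted for 2 h.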
Pin1 inhibitor: human Pin1 inhibition; Pin1 FP peptide displacement, HiFluor488, 10 min; AID 504891; actives 0.009% (n = 390,000); Potency, µM (titrated, usually from 115 µM), for the others: at the top dose activity, negative = inhibition, most hits filed as inhibitors; active = well fitted inhibition curve with a large enough effect in the polarisation, with a control signal flat, not every such curve was filed as active; inconclusive = small, poorly fitted or top-dose-only effect, or effect the other way, or a change in a side signal; inactive = no such curve, though single readings can be large or run the other way; the % refers to the polarisation; note: potency is the fitted concentration of half-maximal effect; % is set by controls: 0 for no effect and ±100 for the full control effect
Target sequence (Q13526 whole entry, looked up): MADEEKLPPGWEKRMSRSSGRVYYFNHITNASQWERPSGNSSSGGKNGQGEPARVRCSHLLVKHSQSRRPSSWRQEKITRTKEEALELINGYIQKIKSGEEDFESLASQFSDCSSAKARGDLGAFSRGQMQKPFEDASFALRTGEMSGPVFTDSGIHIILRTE
JMJD2A Tudor: blocks the human JMJD2A Tudor domain; AID 504339; AlphaScreen JMJD2A-Tudor / H3K4me3 peptide binding; actives 4.4% (n = 390,000); Potency, µM (titrated, usually from 114 µM), without a hit: top-dose activity change, negative = inhibition, usual class: inhibitors; O75164; note: potency is the fitted concentration of half-maximal effect; % is set by controls: 0 for no effect and ±100 for the full control effect; nearly all actives have a fitted effect of over 50% in size
PI4K2A block: blocks human PI4K2A kinase activity. Q9BTU6. purified PI4K2A, ADP-Glo luminescence, 1 h; stronger effect = lower value. activity change, negative = inhibition, % at 76.9 µM. actives 0.13% (n = 420,000). AID 1346378; in the data active = activity change below about -50%; inconclusive = mostly about -30% to -49%;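 note: -100% = wells without enzyme as full effect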
Target sequence (Q9BTU6 whole entry, looked up): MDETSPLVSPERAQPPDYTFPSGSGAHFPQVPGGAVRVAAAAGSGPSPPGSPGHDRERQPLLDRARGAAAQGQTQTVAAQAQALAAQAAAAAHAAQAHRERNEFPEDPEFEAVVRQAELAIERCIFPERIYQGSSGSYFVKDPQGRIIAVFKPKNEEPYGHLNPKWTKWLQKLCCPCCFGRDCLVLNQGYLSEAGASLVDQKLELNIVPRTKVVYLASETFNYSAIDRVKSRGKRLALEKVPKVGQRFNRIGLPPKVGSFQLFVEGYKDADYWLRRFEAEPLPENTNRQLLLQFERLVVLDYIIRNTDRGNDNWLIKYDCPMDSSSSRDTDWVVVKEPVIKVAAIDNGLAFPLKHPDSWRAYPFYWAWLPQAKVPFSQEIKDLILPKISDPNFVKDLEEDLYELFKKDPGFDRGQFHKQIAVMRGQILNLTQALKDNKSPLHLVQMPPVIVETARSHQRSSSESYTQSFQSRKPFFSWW
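PI4K2A activity was measured by ADP-Glo luminescence: enzyme (4 ug/mL stock) and phosphatidylinositol (1.2 mM stock) in Tris pH 7.5/MgCl2/EGTA/Triton X-100 buffer were reacted with ATP (300 microM stock) for one hour at ambient temperature.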
HP1b chromo inh: blocks HP1-beta chromodomain binding to methylated histone tails; P83916; AlphaScreen HP1-beta / biotin-H3K9me3 peptide binding; Potency, µM (titrated, usually from 114 µM), inactives show at the highest dose activity change, negative = inhibition, most hits filed as inhibitors; actives 0.56% (n = 390,000); AID 540317; note: potency is the fitted concentration of half-maximal effect; nearly all actives have a fitted effect of over 70% in size; inactives centre near 23
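AlphaScreen: HP1-beta (50 nM) preformed 30 min with biotin-H3(1-18)K9me3 peptide (50 nM) in PBS pH 7.4, 0.01% Tween-20. Compound added for 30 min at RT, then streptavidin donor/nickel chelate acceptor beads (10 ug/mL) for 30 min.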
The depositor's hits bear a star; i = inactive; ? = inconclusive; . = no result given; & = joins results of further samples; [ ] = dose if it differs, or a comment. Unless noted, calls come from the whole dose curve; as a rule, active = well fitted curve in the direction sought with a large enough effect; inconclusive = small, poorly fitted or top-dose-only effect, or another doubt; inactive = no such curve, though single readings can be large; an effect the other way counts as inactive or inconclusive.

POLH inh | BAZ2B block | Tb PGK inh | GLS inh | G9a inh | Pin1 inhibitor | JMJD2A Tudor | PI4K2A block | HP1b chromo inh | mol
-29.2% | -24.5% | -6.9% | -3.4% | -2.9%[59 µM] | 6.3% | -6.0% | -0.1 | 60.5%[activator] | CCc1ccc(NC(=O)CSc2nc3c(c(=O)[nH]2)CN(Cc2ccc(C)cc2)CC3)cc1
? | 4.7% | i | 7.0% | 29.9%[59 µM] | 18.7% | 22.8% | -8.5 | 32.3% | CCOC(=O)Nc1nnc(/C=C/c2ccc(OC)cc2)s1
-5.8% | -29.2% | -3.4% | 3.5% | 2.82µM* | 2.1% | 3.55µM* | -0.2 | -9.5% | Oc1ccc(-c2n[nH]c(=S)n2Cc2ccco2)cc1
-23.7% | ? | -0.8% | 16.9% | ? | -8.9% | ? | -2.3 | -9.8% | CCOC(=O)c1c(C)oc2c1c1c(c3ccccc32)OCN(Cc2cccnc2)C1
-10.0% | ? | i | 11.1% | -24.1% | -1.2% | ? | 1.4 | -12.8% | Cc1ccccc1NCCC(=O)Nc1ccc(Cl)cc1
-12.5% | . | i | -2.6% | . | . | . | -2.8 | . | Cc1nc2ccccn2c(=O)c1NC(=O)c1ccc(Br)o1
-26.0% | . | -8.9% | 0.0% | ? | -8.3% | -28.7% | 11.1 | -1.7% | CCc1ccc(-n2c(N3CCN(c4ccc(F)cc4)CC3)nc3ccccc3c2=O)cc1
-10.5% | -13.6% | 1.0% | 0.8% | -3.8% | -2.4% | -9.7% | 0.2 | 14.6% | COc1cc(NC(=O)CCC(=O)OCCCC(F)(F)C(F)(F)F)nc(OC)n1
-10.3% | 5.3% | 4.0% | 4.9% | -14.5% | 3.6% | -2.8% | -0.3 | 9.5% | Cc1cc2occ(CC(=O)N(C)CC(=O)Nc3ccccc3Br)c2cc1C
-1.2% | -13.4% | -0.5% | ? | 12.5% | -10.0% | -11.3% | -2.5 | 25.4% | Cc1cc(NS(=O)(=O)c2c(C)c(C)cc(C)c2C)no1
-19.7% | 2.7% | -2.3% | -0.3% | ? | -0.2% | -24.3% | -3.2 | 9.4% | O=C(c1ccc(-n2cncn2)c([N+](=O)[O-])c1)N1CCN(S(=O)(=O)c2ccc(Br)cc2)CC1
-1.1% | -37.0% | 0.1% | 2.4% | 8.91µM* | -0.7% | 8.91µM* | 1.3 | 13.0% | Cn1c(-c2cnn(-c3ccccc3)c2-n2cccc2)n[nH]c1=S
-29.6% | -12.2% | -6.5% | 1.2% | -23.2% | 0.0% | -13.4% | -1.4 | 29.8% | NC(=S)N1CCCc2ccccc21
-8.2% | -0.5% | -1.3% | 0.7% | -1.0%[0.501 µM] | -0.5% | -22.9% | -1.4 | 36.9% | CN(Cc1ccccc1)C(=O)c1[nH]cnc1C(=O)Nc1ccc(Cl)cc1
-2.6% | -24.8% | i | ? | -33.8% | 6.5% | 12.6µM* | -0.8 | -7.2% | CCNC(=O)c1ccccc1SCC(=O)Nc1ccc(F)cc1
-22.6% | 8.1% | i | -8.4% | ? | -1.6% | -0.7% | 1.7 | 45.0%[activator] | CC(C)Cc1cc(C(=O)Nc2ccccc2)c2ccccc2n1
-2.7% | 15.0% | -7.2% | 3.9% | -2.4% | -10.1% | -7.2% | 3.4 | 20.7% | CCc1nc(SCC(=O)NC2CC2)c2c(C)c(C)sc2n1
-22.9% | . | -8.8% | -1.5% | . | 11.0% | -20.6% | -5.2 | 30.2% | CC(OC(=O)c1ccccc1)C(=O)NCc1ccco1 (centres undefined)
-14.8% | ? | 11.0% | 4.6% | ? | 1.6% | -34.5% | -5.2 | -0.1% | CSCCC(NC(=O)c1cccc([N+](=O)[O-])c1)c1nc2ccccc2[nH]1 (centres undefined)
1.3%&-5.5% | -1.6% | -5.5%&16.4% | 13.3%&8.7% | 15.6% | -0.3%&4.5% | -10.5%&-10.0% | 2.7&-2.9 | 5.3%[57 µM] | CCCCN(CC)CCCNC(=O)c1cn(C)c2ccc(S(=O)(=O)N(C)C3CCCCC3)cc2c1=O
-15.1% | -3.8% | 10.4% | -0.3% | 24.1% | -3.1% | -3.4% | 0.3 | 41.5%[activator] | O=C(CCNS(=O)(=O)c1ccccc1)N1CCC(Cc2ccccc2)CC1
-11.4% | ? | 2.6% | 0.6% | ? | 2.2% | 13.0% | -3.8 | 28.3% | O=S(=O)(Cc1ccccc1)Nc1cccc(Br)c1
-2.8% | . | -9.4% | -1.2% | . | . | . | 4.2 | . | CCc1cc(-c2nnn(CCC3COCCO3)c2CC)cc(CC)c1-c1cn(Cc2ccc3ccccc3c2)nn1 (centres undefined)
-6.3% | -11.6% | . | 10.1% | ? | 2.9% | -22.7% | -5.9 | 17.1% | CC(=C1C(=O)c2ccccc2C1=O)N1CCN(Cc2ccccc2)CC1
-2.8% | -5.2% | 2.9% | 3.8% | ? | 1.7% | -29.7% | 6.2 | -3.4% | CN(C(=O)COC(=O)CSc1ccc(C(N)=O)cc1[N+](=O)[O-])C1CCCCC1
-23.0% | 1.3% | 0.2% | -2.4% | -6.5%[12.7 µM] | -6.9% | -7.4% | 1.6 | 36.9% | COc1ccc(-n2nnnc2SCC(=O)NCc2cccs2)cc1
-1.6% | -3.2% | -2.7% | -0.3% | 17.3%[59 µM] | -3.0% | 14.1% | -2.9 | 58.6%[activator] | CC(=O)c1oc2ccccc2c1NC(=O)CN1CCCCC1
3.2% | 8.8% | 0.8% | 3.8% | -4.7%[12.7 µM] | 5.4% | -3.6% | -8.1 | 33.6% | COC(=O)c1c(NC(=O)CN2C(=O)NC3(CCC(C)CC3)C2=O)sc2c1CCC2 (centres undefined)
-13.2% | . | -7.2% | 12.4% | . | 4.6% | -3.4% | -6.5 | 25.8% | COc1ccccc1-n1c(SCC(=O)N(C)C)nnc1-c1ccco1
-5.5% | -6.0% | 6.1% | 0.4% | 19.6%[59 µM] | -3.2% | -22.7% | 3.3 | 24.9% | COc1cc(C(C)=O)ccc1OCC(O)CN1CCN(c2ccccn2)CC1 (centres undefined)
-4.3% | 2.9% | -0.3% | -0.2% | -3.5%[59 µM] | -3.7% | -8.7% | -2.5 | 28.8% | Cc1nn(S(=O)(=O)c2ccc(Br)cc2)c(C)c1S(=O)(=O)N1CCCCCC1
3.3% | -0.1% | -13.1% | -2.9% | 0.0%[2.33 µM] | -9.9% | -24.1% | -1.1 | 33.3% | OC(CCc1ccncc1)COc1ccccc1 (centres undefined)
? | -1.0% | -1.5% | 4.0% | -19.3% | -4.8% | 6.6% | 0.8 | 33.7% | COc1ccccc1OCCNC(=O)Cc1ccc(Cl)c(Cl)c1
-14.6% | -24.8% | -2.8% | 0.5% | ? | -3.9% | -17.5% | 3.2 | 13.0% | CCOc1ccc(NC(=O)CN2C(=O)CSC(C)C2=O)cc1 (centres undefined)
-4.0% | 25.1µM* | 1.0% | ? | -2.4% | 2.6% | -23.1% | -0.8 | 3.5% | COc1cc(C(=O)N/N=C/c2ccccn2)cc(OC)c1OC
-16.1% | 1.2% | 3.1% | -3.2% | 20.3%[59 µM] | -3.4% | -3.4% | 6.4 | 36.6% | CCCc1noc2c1/C(=N\O)CC(c1ccccc1)C2 (centres undefined)
8.2% | -5.3% | -1.8% | 21.4% | 27.9%[59 µM] | 1.0% | -2.2%[11.4 µM] | 1.3 | 65.7%[activator] | CC12CCC(C(=O)N/N=C/c3ccc(O)cc3)(OC1=O)C2(C)C (centres undefined)
0.8% | -1.8% | -1.0% | 7.2% | 7.0% | 4.4% | -11.1% | -10.8 | 43.1%[activator] | Nc1ncnc2nc(SCc3ccccc3)[nH]c12
-15.9% | . | i | 4.2% | . | -6.2% | -11.0% | -3.2 | 43.0%[activator] | O=C(CSc1nnc(Nc2ccccc2)s1)NC1CCS(=O)(=O)C1 (centres undefined)
-5.8% | ? | -2.2% | 11.1% | 28.5% | 4.4% | -8.2% | 6.0 | 20.3%[57 µM] | CC(=O)c1ccc(NS(=O)(=O)c2ccc3c(c2)N(C(C)=O)CCO3)cc1
-9.2% | -18.4% | -1.8% | -11.0% | -29.8%[59 µM] | -0.6% | -23.2% | -3.1 | ? | CN(CC(=O)Nc1ccc2c(c1)OCO2)S(=O)(=O)c1cccs1
-9.5% | 4.4% | -5.9% | -2.2% | -0.5%[59 µM] | 2.9% | 3.4% | 4.2 | 37.4% | O=C(c1ccccc1)N1CCCc2ccccc21
-2.6% | -30.5% | 1.7% | 1.1% | 1.2% | 4.3% | -20.4% | 5.8 | 2.5% | CCOc1cc(C(=S)N2CCCC2)ccc1OCc1ccccc1
-0.1% | 11.4% | 2.2% | 6.4% | -1.4%[12.7 µM] | 4.6% | -10.5% | -4.5 | 33.2% | O=C1c2ccccc2C(=O)N1OCc1ccccc1
-5.8% | -21.9% | -0.6% | 8.9% | 11.2µM* | 4.9% | -30.6% | -11.5 | 26.4% | CC(=O)Oc1c(S(=O)(=O)c2ccc(C)cc2)c(C)nn1-c1ccccc1

Record cards (already shown). Order of values: POLH inh | BAZ2B block | Tb PGK inh | GLS inh | G9a inh | Pin1 inhibitor | JMJD2A Tudor | PI4K2A block | HP1b chromo inh
`CN(CC(=O)Nc1ccc2c(c1)OCO2)S(=O)(=O)c1cccs1` reads -9.2% | -18.4% | -1.8% | -11.0% | -29.8%[59 µM] | -0.6% | -23.2% | -3.1 | ?
`CC(=O)Oc1c(S(=O)(=O)c2ccc(C)cc2)c(C)nn1-c1ccccc1` reads -5.8% | -21.9% | -0.6% | 8.9% | 11.2µM* | 4.9% | -30.6% | -11.5 | 26.4%

An excerpt (hit frequency here may not be typical).
